SMARCA2 act: SMARCA2 (BRM) function activators, primary screen, cell-based, luminescence, high throughput | MG213 cells, MMTV-luciferase reporter, dexamethasone, overnight | activation, % at 9.1 µM | actives 1% (n = 370,000) | AID 652017, 2013; in the data active means activation above about 7.8%;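 further: 0% = vehicle wells and 100% = reference activator wells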
hcDAF-12 act: H. contortus DAF-12 nuclear receptor activators, primary screen, cell-based, luminescence, HEK293, lit1-tk-luc reporter | activation, % at 6.8 µM | HEK293 hcDAF-12 lit1-tk-luc reporter; 0% DMSO, 100% Δ7-dafachronic acid | actives 1.4% (n = 370,000) | AID 652067, 2013;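 active means activation above the mean of all tested compounds plus 3 SD, cut at about 5.5% in these data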;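 further: 100% = response to 3 µM Δ7-dafachronic acid high control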
GAA850 FXN act: FXN promoter activators, primary screen, cell-based, luciferase luminescence, HEK293 lucGAA850; actives 0.56% (n = 360,000); HEK293 lucGAA850 FXN promoter luciferase reporter, 24 h; percent of 10 µM SAHA response; activation, % at 6 µM;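 active means activation above the average of all compounds screened plus 3 SD, cutoff fixed separately per campaign, cut at about 7.5% in these data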;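 further: 0% = DMSO wells and 100% = 10 µM SAHA wells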
ssDAF-12 act: S. stercoralis DAF-12 nuclear receptor activators, primary screen, cell-based, luminescence, HEK293, GRIP1 co-expression, lit1-tk-luc; Nuclear hormone receptor DAF-12 (Strongyloides stercoralis); activation, % at 6.8 µM; actives 1% (n = 370,000); AID 652126, 2013; HEK293 ssDAF-12/GRIP1 lit1-tk-luc reporter; % of 3 µM dafachronic acid response;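 active means activation above the mean over all tested compounds plus 3 SD, cut at about 0.9% in these data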;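 further: 0% = DMSO-only wells and 100% = 3 µM delta7-dafachronic acid wells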
HGIII-sPLA2 inh: human group III sPLA2 inhibitors, primary screen, biochemical, QFRET, BODIPY PC-A2 liposome substrate. Group 3 secretory phospholipase A2 (Homo sapiens), Q9NZ20. QFRET BODIPY PC-A2 liposome hydrolysis, fluorescence. inhibition, % at 12.2 µM. actives 0.56% (n = 370,000);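 active means inhibition above mean plus 3 SD of compounds lying within the high and low control bounds, cut at about 19% in these data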;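 further: 0% = median of test compound wells and 100% = no enzyme DMSO wells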
Target sequence (Q9NZ20 whole entry, looked up): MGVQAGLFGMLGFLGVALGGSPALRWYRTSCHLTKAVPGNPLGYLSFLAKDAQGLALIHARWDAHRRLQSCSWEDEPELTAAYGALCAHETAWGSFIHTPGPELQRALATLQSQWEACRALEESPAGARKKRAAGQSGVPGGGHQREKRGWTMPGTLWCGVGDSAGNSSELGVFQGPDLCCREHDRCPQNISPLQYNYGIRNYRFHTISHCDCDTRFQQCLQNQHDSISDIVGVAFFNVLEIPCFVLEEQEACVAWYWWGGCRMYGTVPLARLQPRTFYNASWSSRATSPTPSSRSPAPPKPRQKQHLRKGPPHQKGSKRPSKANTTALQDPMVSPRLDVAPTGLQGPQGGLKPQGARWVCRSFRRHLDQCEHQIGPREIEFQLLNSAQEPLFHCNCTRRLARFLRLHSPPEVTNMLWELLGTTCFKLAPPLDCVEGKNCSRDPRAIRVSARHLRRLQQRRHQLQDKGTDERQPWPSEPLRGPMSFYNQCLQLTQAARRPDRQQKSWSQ
PLC-beta3 inh: human PLC-beta3 inhibitors, primary screen, biochemical, fluorescence. 1-phosphatidylinositol 4,5-bisphosphate phosphodiesterase beta-3 (Homo sapiens), Q01970. Purified PLC-beta3, fluorogenic substrate. inhibition, % at 12.2 µM. actives 0.18% (n = 370,000). AID 720704, 2013; in the data active means inhibition above about 11%;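 further: 0% = median of compound wells on plate and 100% = full blocker control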
DAX1 inh-1: DAX1 (NR0B1) inhibitors, primary screen, cell-based, HEK293, Gal4-DAX1, luciferase luminescence | Nuclear receptor subfamily 0 group B member 1 (Homo sapiens), P51843 | HEK293 Gal4-DAX1 luciferase reporter | inhibition, % at 6.75 µM | actives 0.99% (n = 340,000) | AID 504766, 2011;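 active means inhibition above the mean over all tested compounds plus 3 SD, cut at about 4.2% in these data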;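 further: 0% = DAX1-transfected cells with DMSO and 100% = empty-vector control cells with DMSO; inhibition shows as a rise in luminescence from relieved DAX1 repression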
Target sequence (P51843 207-470 limits assumed): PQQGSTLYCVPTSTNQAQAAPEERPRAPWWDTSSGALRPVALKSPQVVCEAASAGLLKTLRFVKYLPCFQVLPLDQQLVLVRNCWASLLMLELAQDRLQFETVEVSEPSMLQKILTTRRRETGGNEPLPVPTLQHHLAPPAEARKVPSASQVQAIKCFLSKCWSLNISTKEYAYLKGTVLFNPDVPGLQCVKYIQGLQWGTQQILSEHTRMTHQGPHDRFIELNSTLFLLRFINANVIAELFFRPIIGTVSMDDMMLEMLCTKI
hgDAF-12 ag: H. glycines DAF-12 receptor agonists, primary screen, cell-based, luminescence, HEK293, GAL4 fusion, UAS-luciferase; HEK293 GAL4-hgDAF12 UAS-luciferase reporter, agonist luminescence; normalized to butyrate control; Nuclear hormone receptor DAF-12 (Heterodera glycines), GAL4 fusion; actives 1.8% (n = 370,000); activation, % at 6.8 µM;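 active means activation above a cutoff set at the mean of all screened compounds plus 3 SD, cut at about 10% in these data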;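 further: 0% = DMSO wells and 100% = sodium butyrate wells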
NR1D1 modulator: modulators of Rev-erb alpha DNA binding, primary screen, biochemical, FITC-DNA, fluorescence polarization, uHTS | Nuclear receptor subfamily 1 group D member 1 (Homo sapiens), P20393 | Rev-erbα–FITC-DNA binding, 90 min | activity, % at 10 µM | actives 0.79% (n = 370,000) | AID 1259318, 2017;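 active means activity above about 14%, limit read from the data; passing the limit was not always enough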;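 further: 0% = DMSO wells with 35 nM protein and 100% = DMSO wells with 750 nM protein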
DAX1 inh-2: DAX1 (NR0B1) inhibitors on StAR promoter, primary screen, cell-based, luminescence, SF-1 (NR5A1), full-length DAX-1; HEK293T StAR-luciferase reporter, SF-1/DAX-1 repression relief; inhibition, % at 6.8 µM; actives 1.1% (n = 370,000); AID 652010, 2013;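 active means inhibition above the mean over all tested compounds plus 3 SD, cut at about 3.6% in these data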;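 further: 0% = DAX-1 cells with DMSO and 100% = cells lacking DAX-1 with DMSO; higher inhibition means more luminescence from relief of DAX-1 repression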
PG9 binder: binders of HIV-1 gp120 antibody PG9, primary screen, biochemical, TR-FRET | HIV-1 gp120 / PG9 antibody interaction | TR-FRET gp120-PG9 antibody binding | inhibition, % at 6.7 µM | actives 0.43% (n = 360,000); in the data active means inhibition above about 8.5%
Numbers without * were called inactive; i = inactive; . = not tested or not shown; & = joins results of further samples. Compounds were not picked by outcome, and some 7% of all compounds hit somewhere here.

molecule	DAX1 inh-1	hgDAF-12 ag	DAX1 inh-2	hcDAF-12 act	ssDAF-12 act	HGIII-sPLA2 inh	PLC-beta3 inh	SMARCA2 act	GAA850 FXN act	PG9 binder	NR1D1 modulator
Cc1cc2ccccn2c1C(=O)Nc1ccc(Cl)cc1	3.4	10	1.1	8.8*	0.3	12	-82	5	2.0	3.2	3
COc1cc(/C=N/N=C(/C(=O)c2ccccc2)c2ccccc2)cc(OC)c1O	-0.9	-1.3	0.2	0.9	-1.8	-9	2	-2	-4.9	0.1	10
Cc1cc(C(=O)COc2ccccc2C#N)c(C)n1C1CC1	0.5	2.8	1.4	1.1	-0.5	9	-10	2	1.3	-2.3	3
CC(=O)Nc1ccc(S(=O)(=O)N(C)c2ccc(OCC(=O)NCCc3ccccc3F)cc2)cc1	-0.7	1.5	0.7	-1.4	-1.2	-14	-1	0	1.8	-1.5	-13
CCOc1ccccc1NC(=O)C1CCN(S(=O)(=O)c2ccc(OC)c(OC)c2)CC1	2.0	-2.4	0.0	-1.0	-1.9	-8	2	-2	-0.2	-1.3	-2
O=C(NCC1CCCO1)c1ccc2c(c1)C(=O)N(c1cccc([N+](=O)[O-])c1)C2=O (configuration not stated)	0.7	-0.7	0.2	-2.9	-0.3	9	0	0	0.7	0.1	1
CN(C)/C=N/C(=S)Nc1ccc(Br)cc1F	1.4	2.3	0.8	1.3	-1.0	6	-1	5	7.1	7.0	0
CCN(CC)C(=O)Cn1cc(S(=O)(=O)CC(=O)NCCc2ccccc2)c2ccccc21	-0.5	-0.2	-0.9	7.6*	-0.8	0	-6	-2	-0.8	-3.1	6
CCOc1ccccc1/C=N/NC(=O)c1cccc(S(=O)(=O)N(CC)CC)c1	-0.8	-1.2	0.4	0.8	-1.5	-1	-12	-2	-1.1	0.4	-1
Cc1ccc2c(C)c(C(=O)N3CCCCC3CO)oc2c1C (configuration not stated)	0.7	1.6	0.0	0.3	-0.3	5	-6	-1	1.6	-0.2	-1
COc1cc(CC(=O)OCC(=O)Nc2cc([N+](=O)[O-])ccc2F)cc(OC)c1OC	-0.9	4.0	-0.2	1.3	-1.9	-4	-2	0	-0.5	-1.5	1
CC(C)C(=O)NNS(=O)(=O)c1ccccc1[N+](=O)[O-]	-1.1	-0.4	0.0	-1.0	-1.2	17	0	-3	2.5	1.9	4
CC1(C(=O)NS(=O)(=O)Cc2ccccc2)CCN1C(=O)Cc1cc(F)ccc1F (configuration not stated)	.	2.3	0.5	-2.5	-0.9	4	1	2	-1.1	-2.1	-1
COC(=O)c1[nH]c2ccc(F)cc2c1NS(=O)(=O)c1ccc(F)c(C)c1	-2.0	-1.3	-0.2	4.3	-0.1	-20	-6	-2	4.0	-1.0	-4
CCSC1(SCC)N=C(N)C2(C#N)C(c3ccc(OC)c(OC)c3OC)C12C#N (configuration not stated)	-0.4	0.6	1.1	-0.9	-1.4	3	-54	3	-1.5	-3.2	12
COc1cc(C)nc(Oc2ccc(/C=N/O)cc2)n1	0.0	1.5	0.3	0.4	-1.2	-1	5	1	0.1	-1.4	-3
O=C(NCc1cccnc1)c1nc(-c2ccccc2)n(-c2ccccc2)n1	0.0	0.4	-0.1	-1.3	-1.2	1	-10	0	-1.1	-1.2	3
O=C(O)c1ccc2c(c1)C(=O)N(c1ccc(Cl)cn1)C2=O	3.1	-1.9	-0.3	-0.9	-0.5	2	6	-3	3.3	1.0	-2
Cc1ccc(SCCC(=O)OC(C)C(=O)Nc2ccccc2)cc1 (configuration not stated)	-0.1	-0.3	1.2	-0.2	-1.3	1	-3	0	-0.9	-1.1	-1
Cn1ccnc1SCC(=O)NC1CCCC1	1.2	-1.0	0.5	-0.6	-0.6	8	2	-1	-1.0	0.8	1
N/C(=N\OC(=O)Cc1ccc(-c2ccccc2)cc1)c1ccncc1	2.1	1.6	-1.0	-1.1	-1.6	-18	-2	-4	0.3	-2.7	9
CS(=O)(=O)c1ccccc1-c1csc(N2CCC(C(N)=O)CC2)n1	.	5.5	1.1	1.3	-1.1	16	-38	4	.	-3.5	0
CCOc1ccccc1C(=O)OCC(=O)Nc1nnc(-c2ccccc2)o1	2.4	-1.1	0.1	0.7	0.3	8	-10	-2	-0.8	0.5	-9
O=C1CC2(CCCCC2)Oc2ccccc21	0.4	0.8	1.3	0.4	-0.7	13	2	2	0.9	-0.3	5
Cc1cccc(N2CCN(C(=O)COc3cc(=O)n(C)c4ccccc34)CC2)c1C	1.4	-3.5	-0.5	-3.1	-1.5	-8	-5	-5	0.3	1.1	-5
CCN(CC)CCN(Cc1cc2ccc(C)cc2[nH]c1=O)C(=S)Nc1ccccc1C(=O)OC	-0.1	0.9	1.0	-0.6	-0.3	-3	2	-1	-0.6	-0.3	1
COc1ccccc1CNC(=O)CCC(=O)N1Cc2cccc(OC)c2Oc2ncccc21	0.3	-1.8	0.0	-1.3	-0.9	2	-10	-1	-0.9	-0.3	-3
COc1ccc(CCNC(=O)C(C)OC(=O)c2nsc(Cl)c2Cl)cc1OC (configuration not stated)	-0.5	1.0	-0.1	2.0	-0.9	4	-3	0	2.0	-1.7	3
CC(CN1CCCCC1)OC(=O)CCc1ccccc1 (configuration not stated)	0.9	1.3	-0.1	-1.0	-0.6	-1	2	-1	1.6	-2.9	-7
CCCn1c(-c2cccnc2Cl)nc2cc(Cl)c(Cl)cc21	-1.0	-1.9	0.5	-0.9	-1.9	-4	-12	4	1.4	-2.6	1
CCC(c1nc2ccccc2[nH]1)n1c(-c2cccnc2)nc2ccccc21 (configuration not stated)	.	1.4	-0.1	-1.9	-0.3	0	4	1	.	-2.8	5
CCn1c(CSCc2ccc(C)cc2)nnc1SCC(=O)N1CCN(c2ccccc2)CC1	-1.6	-3.7	-0.8	-2.7	-1.4	-9	0	-1	1.7	-0.4	13
CN(C)C=NCCn1c(N2CCOCC2)nc2c1c(=O)n(C)c(=O)n2C	-0.4	1.6	0.3	-1.7	-1.4	7	3	0	1.7	-0.8	-1
O=C(CN1C(=O)/C(=C\c2ccccc2F)SC1=S)Nc1nc2ccccc2s1	-0.1	2.1	-0.3	4.9	0.2	-1	-9	0	-0.4	1.6	-5
CN(Cc1ccccc1)C(=O)COc1ccccc1Cl	0.3	-0.4	0.3	-0.3	-1.4	2	-5	-5	2.8	-0.1	2
COc1ccc(SC[C@H](CC(C)C)N2CCN(CCc3ccccc3)CCC2=O)cc1	-0.1	0.6	-0.2	0.0	-0.5	-11	-7	3	0.5	-1.0	4
CC(=O)NC1(c2ccccc2)CCN(CC(=O)N2CCC(C)CC2)CC1	1.6	1.4	0.2	-1.8	-1.9	1	-6	1	1.8	0.1	-3
CC1(C)CC(=O)C=C(Nc2ccc(F)cc2)C1	1.2	-0.1	-0.3	-0.4	-0.1	0	-4	1	-1.2	0.1	-6
COc1ccc(C2NC(C(=O)O)CS2)cc1COCC(F)(F)F (configuration not stated)	.	0.7	1.2	-1.5	-0.6	-3	-2	0	.	-2.5	-4
O=C(Nc1ccc2c(c1)OCO2)c1c[nH]c(=O)n(-c2ccc(F)cc2)c1=O	0.4	2.1	-1.1	0.6	-1.2	-6	-9	2	2.4	-1.6	-14
CCC(C)(C)NC(=O)c1cc(OC)c(OC)cc1[N+](=O)[O-]	-0.4	0.1	0.1	0.2	-1.2	-1	4	-2	-1.1	0.3	-5
O=C(CSc1nc2c(c(=O)n1-c1ccc(Cl)cc1)SCC2)N1CCOCC1	0.5	-2.6	0.0	-0.5	-1.3	13	-1	-3	1.5	1.0	-1
Cc1cc(C)c(C(=O)OCC(=O)NC(=O)c2ccccc2)c(C)c1	3.2	-3.2	0.2	0.2	-1.4	8	-8	-1	0.8	-1.6	-1
Cc1nnc(NC(=O)CSc2ccc(-c3ccco3)nn2)s1	0.5	-0.2	-0.7	1.6	-1.5	-2	-3	4	-0.1	0.6	-18
O=C(c1ccc(Cl)c(S(=O)(=O)N2CCCC2)c1)N1CCCCC1	0.5	1.4	0.1	0.9	-0.5	0	-4	0	2.0	-1.0	2
COC(=O)/C(=C1/Oc2ccc(C(C)(C)C)cc2S1)C(F)(F)F	-1.5	0.6	-0.8	1.6	-1.6	1	1	1	1.1	2.2	-1
CC1(C(=O)O)CCCN1C(=O)c1cccc2ccccc12 (configuration not stated)	.	2.8	1.8	-0.7	-0.5	-2	2	-2	-1.0	-0.1	-5
COc1ccc(OC)c(/C=N/NC(=O)c2c(C)nc3ccc(C)cn23)c1	-0.2	-0.6	0.5	-1.7	-1.0	3	i	0	-2.7	-0.8	5
CCc1ncc(CN2CCCC(C(=O)Nc3ccc(-c4cscn4)cc3)C2)cn1 (configuration not stated)	0.3	1.4	0.3	0.4	-0.8	4	-6	-2	-0.1	-0.3	-6
CC12CCC(C(=O)Nc3ccccc3)(C(Br)C1=O)C2(C)C (configuration not stated)	-1.0	-2.4	-0.8	1.2	-0.9	4	-3	-3	-0.5	1.6	2
Cc1ccc(C(=O)Nc2cccc(C(F)(F)F)c2)cc1NC(=O)c1nccnc1N	0.4&-0.4	2.1&-0.6	0.2&-0.1	2.5&0.0	-0.6&-1.2	4&8	2&0	5&3	4.2&4.0	-0.8&0.0	-29&-11
CCC(CO)Oc1cc(NC(=O)c2ccccc2N)c2ncn(C(C)C)c2c1 (configuration not stated)	-0.6	-0.4	0.0	-1.3	-1.3	2	-46	0	-1.3	-1.8	0
Cc1ccc(NC(=O)CCNC(=O)c2ccc(Cl)cc2)cc1F	0.6	-1.1	0.0	0.8	-1.0	-5	1	1	2.2	-2.5	7

Source: PubChem (several laboratories)
